Furin inhibitor: human furin inhibition | purified furin, fluorogenic substrate cleavage | hit rate 0.061% among 220,000 | inhibition, % at 30 µM | P09958 | AID 463115; in the data active = inhibition above about 25%; also: inactives centre near -15
Target sequence (P09958 108-714 limits assumed): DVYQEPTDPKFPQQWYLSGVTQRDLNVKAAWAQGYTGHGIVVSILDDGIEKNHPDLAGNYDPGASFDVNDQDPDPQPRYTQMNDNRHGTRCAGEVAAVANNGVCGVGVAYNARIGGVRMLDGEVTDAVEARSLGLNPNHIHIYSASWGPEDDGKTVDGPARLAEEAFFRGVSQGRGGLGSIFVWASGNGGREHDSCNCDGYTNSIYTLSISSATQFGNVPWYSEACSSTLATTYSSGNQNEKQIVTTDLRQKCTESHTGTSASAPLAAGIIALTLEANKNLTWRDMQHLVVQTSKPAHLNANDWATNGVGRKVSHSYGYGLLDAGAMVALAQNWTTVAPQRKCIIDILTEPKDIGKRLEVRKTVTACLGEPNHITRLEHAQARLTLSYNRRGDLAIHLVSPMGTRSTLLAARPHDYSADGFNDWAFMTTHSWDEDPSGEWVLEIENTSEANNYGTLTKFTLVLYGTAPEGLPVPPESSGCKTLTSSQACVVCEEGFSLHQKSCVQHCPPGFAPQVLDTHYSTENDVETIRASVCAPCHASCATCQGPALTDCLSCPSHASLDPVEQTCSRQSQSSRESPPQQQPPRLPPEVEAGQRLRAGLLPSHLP
NCF1 inh: inhibitors of human p47phox binding. P14598. p47phox/p22phox peptide binding, fluorescence polarization, 2 h. inhibition, % at 24.7 µM. hit rate 0.53% among 220,000;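 active = inhibition above about 30%, limit read from the data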;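 also: 0% = p47phox with labelled peptide and 100% = labelled peptide alone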
Target sequence (P14598 whole entry, looked up): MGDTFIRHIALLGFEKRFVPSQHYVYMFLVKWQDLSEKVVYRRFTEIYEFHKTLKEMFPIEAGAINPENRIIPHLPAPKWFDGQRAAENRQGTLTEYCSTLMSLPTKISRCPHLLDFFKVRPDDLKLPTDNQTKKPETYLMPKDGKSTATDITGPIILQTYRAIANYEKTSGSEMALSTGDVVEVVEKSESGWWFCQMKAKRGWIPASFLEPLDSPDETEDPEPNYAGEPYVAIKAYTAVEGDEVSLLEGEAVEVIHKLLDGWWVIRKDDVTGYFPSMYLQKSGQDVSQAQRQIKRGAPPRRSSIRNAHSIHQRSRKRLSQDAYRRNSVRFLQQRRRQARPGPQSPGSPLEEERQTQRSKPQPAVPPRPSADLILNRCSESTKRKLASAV
Ba/F3 V617F tox: loss of viability in JAK2V617F-driven Ba/F3 cells | Ba/F3 EpoR-JAK2V617F viability, ATP luminescence | inhibition, % at 5.6 µM | hit rate 1.1% among 220,000;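 active = inhibition above the campaign mean plus 3 SD over all tested compounds, cut at about 24% in these data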;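 also: cytokine-independent growth of Ba/F3 cells driven by EpoR plus mutant JAK2; 0% = DMSO-treated cells and 100% = JAK inhibitor I control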
BaF3 tox: parental Ba/F3 viability inhibition as JAK2V617F counter-screen; CellTiter-Glo ATP luminescence; inhibition, % at 5.6 µM; hit rate 1.1% among 220,000; AID 1486;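 active = inhibition above a per-campaign cutoff, the mean inhibition of all tested compounds plus 3 SD, cut at about 27% in these data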;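 also: 0% = DMSO wells and 100% = JAK Inhibitor I control wells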
RBBP9 inh: inhibitors of human serine hydrolase RBBP9; inhibition, % at 7.94 µM; AID 1515; hit rate 0.2% among 220,000; O75884; recombinant RBBP9, FP-Rh probe fluorescence polarization;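 active = inhibition above the campaign mean of all tested compounds plus 3 SD, cut at about 14% in these data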;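 also: plate controls were DMSO wells with RBBP9 for no effect and wells lacking RBBP9 protein for full effect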
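Material: RBBP9 protein. Amount: RBBP9 at 2.5 µM in dispensed solution, before mixing. Schedule: 30 min then 45 min, 25 °C. Medium: Tris buffer pH 8.0, NaCl, Pluronic. Measured by: fluorescence polarization. Measure: percent inhibition from mP, scaled between DMSO and no-protein wells. Replication: one well per compound.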
PPC-1+TRAIL kill: compounds killing PPC-1 cancer cells with TRAIL present (potentiator screen, no TRAIL-free arm) | PPC-1 cells + TRAIL, ATPLite viability luminescence | cell killing (% activity), % at 4 µM | hit rate 0.41% among 220,000;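 active = cell killing above 50% in the first pass at 4 µM, then a duplicate retest at 5 µM averaging 50% or more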;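 also: plate controls were cells with TRAIL plus DMSO for no effect and medium-only wells lacking cells for full effect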
PGE2 EP2 inh: EP2 receptor (human) inhibition | P43116 | C6 glioma cells expressing human EP2, cAMP TR-FRET; cells stimulated with saturating PGE2 | inhibition, % at 25 µM | hit rate 0.52% among 260,000;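 active = percent inhibition above 40 after rounding to a whole number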;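 also: rat C6 glioma host cells with rolipram phosphodiesterase inhibitor present; the protocol text gives 20 µM as final concentration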
Tb hexokinase: T. brucei hexokinase 1 inhibition | AID 1430 | recombinant TbHK1, G6PDH-coupled NADH A340 | inhibition, % at 10 µM | hit rate 0.11% among 220,000;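 active = inhibition of 50% or more in the single-dose primary screen; inactive = inhibition below 50%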
p97 ATPase inh: inhibitors of human p97 ATPase. P55072. recombinant p97 ATPase, Kinase-Glo ATP luminescence, 3 h. inhibition, % at 8 µM. hit rate 0.42% among 220,000; in the data active = inhibition above about 15%;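 also: 0% = DMSO vehicle and 100% = wells lacking enzyme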
* = called active by the depositor; nt = no result given; & = joins results of further samples; [ ] = another dose, or the depositor's remark. This is a subset, so the mix of outcomes need not match the whole.

SMILES	Furin inhibitor	NCF1 inh	Ba/F3 V617F tox	BaF3 tox	RBBP9 inh	PPC-1+TRAIL kill	PGE2 EP2 inh	Tb hexokinase	p97 ATPase inh
Cc1ccccc1-c1ccc(Nc2ccc(N3CCOCC3)cc2)nn1	-11	12	-6	7	8	4	10	-10	0
O=C(CCc1nnc(CCCCc2ccccc2)o1)NCCc1cccnc1	-10	-16	0	0	-8	11	9	-11	-4
NC(=O)C1CC(=O)N(c2ccc(OCc3c(F)cccc3Cl)cc2)C1 (stereo not given)	-16	-1	-3	2	-2	6	5	-2	2
Cc1ccc(SCc2cc(=O)[nH]c(/N=C(\N)Nc3ccc(C)c(C)c3)n2)cc1	-10[20 µM]	0	2	2	-8	7	12	2	-2
COc1ccc(C(C(=O)NC2CCCC2)N(CCN(C)C)C(=O)c2snc(C(N)=O)c2N)cc1 (stereo not given)	-14	0	1	-1	-6	-7	9	-16	1
CC(=O)Nc1ccc2c(c1)N(C(=O)CN(C)C)c1ccccc1CC2	-8[20 µM]	-6	2	5	9	0	11	2	5
C(=C\c1nc(-c2ccncc2)no1)/c1ccccc1	-13	-14	-4	2	3	16	11	-2	-2
CCOC(=O)CNS(=O)(=O)c1ccc(C(=O)O)cc1	-21	-3	1	4	5	12	11	3	5
O=C(Nc1cccnc1)c1ccc2c(c1)OCO2	3[20 µM]	0	-5	5	0	10	12	-1	2
CC(C)(CN=C1NS(=O)(=O)c2ccccc21)CNC(=O)CN1C(=O)c2ccccc2C1=O	-5	-5	-6	0	3	11	14	-3	7
COc1ccccc1Nc1nc(N)nc(-c2cc3ccccc3o2)n1	-13[20 µM]	-15	5	6	-17	10	8	-4	-5
COc1ccc(NC(=O)CSc2ncn[nH]2)c([N+](=O)[O-])c1	-18[20 µM]	-1	0	0	-9	0	10	-6	-3
O=C(/C=C/NCc1cccnc1)C(F)(F)C(F)(F)F	-9	-2	2	1	-7	4	4	-19	-6
CCc1cc2c(=O)n(-c3ccccc3)c(=S)[nH]c2s1	3[20 µM]	-9	-3	3	0	16	18	-19	3
CC(=O)N1C(=O)N(C(C)=O)C2C1N(C(C)=O)C(=O)N2C(C)=O (stereo not given)	-16	-10	-4	-2	2	12	4	3	2
CNS(=O)(=O)c1ccc(NC(=O)c2nc3nc(C)cc(C(F)F)n3n2)cc1	-1[20 µM]	-1	1	3	-3	3	15	-1	7
CN1CCN(C(=O)c2ccc(C(F)(F)F)cc2)CC1	-9	-10	2	3	-8	6	4	8	-3
CCC1(C)SC(NC(C)=O)=NN1C(C)=O (stereo not given)	-19	-8	7	4	-2	10	3	2	-3
CCOC(=O)Cc1csc(NC(NC(=O)OCC)(C(=O)OCC)C(F)(F)F)n1 (stereo not given)	-17[20 µM]	-3	-1	1	-1	nt	10	0	-1
COCCNC(=O)CN(C(=O)Cn1nnc2ccccc21)c1ccccc1	-11	-1	0	2	-7	9	9&12	25	0
NC(=O)NCc1ccccc1F	-31	-3	-3	2	-10	4	2	-1	0
N=c1c2c3c(sc2ncn1Cc1ccco1)CCCCC3	-18	1	25*	1	-7	29	6	-4	4
O=C(CSc1nnc(NC2CCCCC2)s1)Nc1ccc2c(c1)C(=O)c1ccccc1C2=O	-28	-16	0	6	-2	28	6	-5	3
Cc1ccc(OCC(=O)Nc2cc(C)on2)c([N+](=O)[O-])n1	-25	-7	-4	2	9	-16	9	3	2
COc1ccc(-c2[nH]c(-c3ccc4c(c3)OCO4)nc2-c2ccccc2)cc1	-61[20 µM]	-13	4	4	9	3	6	-9	3

More records.
SMILES	Furin inhibitor	NCF1 inh	Ba/F3 V617F tox	BaF3 tox	RBBP9 inh	PPC-1+TRAIL kill	PGE2 EP2 inh	Tb hexokinase	p97 ATPase inh
Cc1cc(C(=O)CSc2nnnn2C)c(C)n1Cc1ccco1	-21	-8	-4	2	5	12	7	-12	1
COc1ccc(C(=O)C2CCN(S(=O)(=O)c3ccc4c(c3)OCCO4)CC2)cc1	-16	-12	-1	2	3	37	9&11	-3	-1
O=C(CCn1c(=O)c2sccc2n(CC(=O)OCc2ccccc2)c1=O)NCc1ccco1	-24	-10	0	3	-9	14	6	2	-4
CC(=O)Nc1ccc(N=Nc2ccccc2)cc1	1	-3	-2	4	-5	1	10	-22	5
COc1ccccc1N1CCN(C2CCN(C(=O)COc3ccccc3)CC2)CC1	-16	16	3	2	-4	-6	3	-2	-7
Cc1ccc(Nc2nc(N)c([N+](=O)[O-])c(NCCO)n2)cc1C	-5	-13	5	0	-3	-9	4	-29	1
CC(=O)N(Cc1ccccc1)c1nc(-c2ccccc2)cs1	-20	-19	0	4	-10	19	8	6	3
Cn1c(=O)c2c(ncn2CC(O)CNc2ccc(F)cc2)n(C)c1=O (stereo not given)	-15	10	-2	0	1	16	9	-8	11
COc1ccc(OC)c(CNC(=O)C2CCCN(C(=O)N(C)C)C2)c1 (stereo not given)	-18[20 µM]	-7	-5	2	-6	23	8	7	3
N#Cc1nccnc1N1CCN(C(=O)Nc2ccccc2)CC1	-17	-10	1	-2	4	16	11	-8	7
COCCNC(=O)Cn1cc(/C=N/NC(=O)c2ccc(Oc3ccc(O)cc3)cc2)c2ccccc21	-5	-11	3	2	-4	36	7	-41	1
COc1ccc(C)cc1NC(=O)c1ccc(-c2ccc(C(C)=O)cc2)o1	-20	-8	5	11	-7	14	6	-17	-7
S=C(Nc1ccccc1)N1CCn2c1nc1ccccc12	-4[20 µM]	-7	3	3	-13	5	-6	7	-8
Cc1ccccc1NC1=C/C(=N\S(=O)(=O)c2cccs2)c2ccccc2C1=O	-19[20 µM]	14	-1	2	-2	26	19	-7	11
CN(C)c1ccc(C(=S)N2CCN(C(=S)Nc3ccccc3)CC2)cc1	-10	-5	2	5	-2	nt	5	0	-5
CC(Sc1nc(-c2ccccc2)cc(C(F)(F)F)n1)C(=O)Nc1sc2c(c1C#N)CCC2 (stereo not given)	-20[20 µM]	17	1	2	-5	9	15&4	-31	2
CCN(CC)CCn1c(/N=C/c2cc(Br)ccc2O)nc2ccccc21	-6	-1	0	4	-3	20	16	37	5
O=C(c1cc(F)c(F)cc1Cl)N1CCOCC1	-21	-1	0	4	-3	13	12	-9	1
CCCCOc1ccc(-c2c(C#N)c(N)nc(SCC(N)=O)c2C#N)cc1	-1	-49	4	8	-33	-10	29	-15	-3
O=C(C1CCCCC1)N1CCN(c2ccnc3cc(Cl)ccc23)CC1	6	-10	0	7	-7	-9	13	-12	1
COC(=O)c1ccc(S(=O)(=O)NNC(=O)COc2ccc(C)cc2)cc1	2	-9	1	8	-5	-1	7	4	-6
CCOC(=O)c1c(NC(=O)CSc2nnc(N)s2)sc(C)c1-c1ccc(C)cc1	-16	-35	-2	2	-8	5	7	-2	1
Cc1ccc(-c2nc(NC(=O)CSc3nnc4scc(-c5ccccc5)n34)ns2)cc1	-19	9	nt	nt	nt	15	8	-9	nt
Cc1cc(C)n(CCC(=O)N/N=C/c2c(O)ccc3ccccc23)n1	-17	-18	-1	-8	3	47	9	-25	4
CC1=CC(C)(C)N(C(=O)CSc2nnc(C)s2)c2ccc(C)cc21	9	-5	-3	6	-1	-10	8	-8	1

An excerpt from above in order of the Furin inhibitor value, low to high.
Structure	Furin inhibitor
CC(=O)N1C(=O)N(C(C)=O)C2C1N(C(C)=O)C(=O)N2C(C)=O (stereo not given)	-16
COc1ccc(C(C(=O)NC2CCCC2)N(CCN(C)C)C(=O)c2snc(C(N)=O)c2N)cc1 (stereo not given)	-14
O=C(C1CCCCC1)N1CCN(c2ccnc3cc(Cl)ccc23)CC1	6
CC1=CC(C)(C)N(C(=O)CSc2nnc(C)s2)c2ccc(C)cc21	9

A different layout for four compounds above:
> Cc1ccc(Nc2nc(N)c([N+](=O)[O-])c(NCCO)n2)cc1C
  Furin inhibitor: -5
  NCF1 inh: -13
  Ba/F3 V617F tox: 5
  BaF3 tox: 0
  RBBP9 inh: -3
  PPC-1+TRAIL kill: -9
  PGE2 EP2 inh: 4
  Tb hexokinase: -29
  p97 ATPase inh: 1
> CC(=O)N(Cc1ccccc1)c1nc(-c2ccccc2)cs1
  Furin inhibitor: -20
  NCF1 inh: -19
  Ba/F3 V617F tox: 0
  BaF3 tox: 4
  RBBP9 inh: -10
  PPC-1+TRAIL kill: 19
  PGE2 EP2 inh: 8
  Tb hexokinase: 6
  p97 ATPase inh: 3
> Cn1c(=O)c2c(ncn2CC(O)CNc2ccc(F)cc2)n(C)c1=O (stereo not given)
  Furin inhibitor: -15
  NCF1 inh: 10
  Ba/F3 V617F tox: -2
  BaF3 tox: 0
  RBBP9 inh: 1
  PPC-1+TRAIL kill: 16
  PGE2 EP2 inh: 9
  Tb hexokinase: -8
  p97 ATPase inh: 11
> COc1ccc(OC)c(CNC(=O)C2CCCN(C(=O)N(C)C)C2)c1 (stereo not given)
  Furin inhibitor: -18[20 µM]
  NCF1 inh: -7
  Ba/F3 V617F tox: -5
  BaF3 tox: 2
  RBBP9 inh: -6
  PPC-1+TRAIL kill: 23
  PGE2 EP2 inh: 8
  Tb hexokinase: 7
  p97 ATPase inh: 3

Compounds listed so far with a Cl atom, in the order listed:
SMILES	Furin inhibitor	NCF1 inh	Ba/F3 V617F tox	BaF3 tox	RBBP9 inh	PPC-1+TRAIL kill	PGE2 EP2 inh	Tb hexokinase	p97 ATPase inh
NC(=O)C1CC(=O)N(c2ccc(OCc3c(F)cccc3Cl)cc2)C1 (stereo not given)	-16	-1	-3	2	-2	6	5	-2	2
O=C(c1cc(F)c(F)cc1Cl)N1CCOCC1	-21	-1	0	4	-3	13	12	-9	1
O=C(C1CCCCC1)N1CCN(c2ccnc3cc(Cl)ccc23)CC1	6	-10	0	7	-7	-9	13	-12	1

(list continues)
SMILES	Furin inhibitor	NCF1 inh	Ba/F3 V617F tox	BaF3 tox	RBBP9 inh	PPC-1+TRAIL kill	PGE2 EP2 inh	Tb hexokinase	p97 ATPase inh
CSCCC(NC(=O)OCc1ccccc1)C(=O)O (stereo not given)	-18[20 µM]	-8	1	1	-1	10	7	-8	-1
COc1ccccc1NC(=O)CN1C(=O)NC2(CCCCCCC2)C1=O	-28	-13	0	5	-7	-3	3	-3	3
CCN1CCCC1CNC(=O)C(=O)NC(C)c1ccccc1 (stereo not given)	-25	28	-5	-1	7	6	6	-1	3
CCCCOc1ccc(C(=O)Nn2c(-c3cccs3)nc3ccccc3c2=O)cc1	-8	4	2	2	-10	1	6	-4	-5
Cc1ccc(SCC(=O)c2ccc(CC(=O)O)s2)cc1	-9	-16	1	1	5	-14	9	-6	5
N#CCSCC(=O)Nc1ccc(Br)cc1	-20[20 µM]	0	0	3	-5	2	11	-14	-1
Cc1c(Cl)cccc1NC(=O)CCC(=O)NNC(=O)c1ccco1	-17[20 µM]	-10	-5	0	-8	16	1	-5	4
Cc1cc(C)cc(NC(=O)c2ccc(CSc3nnc(C)s3)cc2)c1	-14[20 µM]	8	-1	2	-7	24	13	-9	-4
COc1cccc(C(=O)N2CCN(Cc3ccco3)CC2)c1OC	-31	6	2	11	1	5	19&9	1	-2
CC(=O)N1CCN(c2ccc(NC(=O)c3ccc4c(c3)OCCO4)cc2Cl)CC1	-19	-1	4	5	-4	35	7	1	-4
CCCOc1ccc(Cc2nn[nH]n2)cc1	-15	-7	-1	4	-10	-4	5	-1	0
CCCOc1cccc(-c2nnc(N)s2)c1	-16	-3	0	7	-1	19	22	8	5
